Compound activity as filed in PubChem BioAssay.
ssDAF-12 act = activators of S. stercoralis DAF-12 nuclear receptor | HEK293 ssDAF-12/GRIP1 lit1-tk-luc reporter, luminescence; % of 3 µM dafachronic acid response | activation, % at 6.8 µM | hit rate 1% among 370,000;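 active = activation above the mean over all tested compounds plus 3 SD, cut at about 0.9% in these data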;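 note: 0% = DMSO-only wells and 100% = 3 µM delta7-dafachronic acid wells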
GC-A act = GC-A (human) enzyme activation. P16066. HEK293 GC-A cells, cGMP TR-FRET, EC30 ANP; 0% at EC30 ANP, 100% saturating ANP. activation, % at 10 µM. hit rate 0.14% among 370,000. AID 1671463; in the data active = activation above about 40%
DAX1 inh-1 = DAX1 (NR0B1) inhibition, primary screen. HEK293T StAR-luciferase reporter, SF-1/DAX-1 repression relief. hit rate 1.1% among 370,000. AID 652010. inhibition, % at 6.8 µM;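 active = inhibition above the mean over all tested compounds plus 3 SD, cut at about 3.6% in these data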;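 note: 0% = DAX-1 cells with DMSO and 100% = cells lacking DAX-1 with DMSO; higher inhibition means more luminescence from relief of DAX-1 repression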
hcDAF-12 act = activators of H. contortus DAF-12 nuclear receptor; activation, % at 6.8 µM; HEK293 hcDAF-12 lit1-tk-luc reporter, luminescence; 0% DMSO, 100% Δ7-dafachronic acid; hit rate 1.4% among 370,000; AID 652067;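 active = activation above the mean of all tested compounds plus 3 SD, cut at about 5.5% in these data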;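 note: 100% = response to 3 µM Δ7-dafachronic acid high control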
hgDAF-12 ag = agonists of H. glycines DAF-12 nuclear receptor; hit rate 1.8% among 370,000; activation, % at 6.8 µM; HEK293 GAL4-hgDAF12 UAS-luciferase reporter, agonist luminescence; normalized to butyrate control;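 active = activation above a cutoff set at the mean of all screened compounds plus 3 SD, cut at about 10% in these data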;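 note: 0% = DMSO wells and 100% = sodium butyrate wells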
ADAM17 inh = inhibitors of human ADAM17; recombinant ADAM17, EDANS/DABCYL FRET peptide cleavage; inhibition, % at 6.95 µM; hit rate 0.83% among 370,000; AID 720648; P78536;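 active = inhibition above the mean of compounds lying between control limits plus 3 SD, set per campaign, cut at about 8.5% in these data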;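 note: 0% = DMSO-only wells as the low control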
Target sequence (P78536 215-824 limits assumed): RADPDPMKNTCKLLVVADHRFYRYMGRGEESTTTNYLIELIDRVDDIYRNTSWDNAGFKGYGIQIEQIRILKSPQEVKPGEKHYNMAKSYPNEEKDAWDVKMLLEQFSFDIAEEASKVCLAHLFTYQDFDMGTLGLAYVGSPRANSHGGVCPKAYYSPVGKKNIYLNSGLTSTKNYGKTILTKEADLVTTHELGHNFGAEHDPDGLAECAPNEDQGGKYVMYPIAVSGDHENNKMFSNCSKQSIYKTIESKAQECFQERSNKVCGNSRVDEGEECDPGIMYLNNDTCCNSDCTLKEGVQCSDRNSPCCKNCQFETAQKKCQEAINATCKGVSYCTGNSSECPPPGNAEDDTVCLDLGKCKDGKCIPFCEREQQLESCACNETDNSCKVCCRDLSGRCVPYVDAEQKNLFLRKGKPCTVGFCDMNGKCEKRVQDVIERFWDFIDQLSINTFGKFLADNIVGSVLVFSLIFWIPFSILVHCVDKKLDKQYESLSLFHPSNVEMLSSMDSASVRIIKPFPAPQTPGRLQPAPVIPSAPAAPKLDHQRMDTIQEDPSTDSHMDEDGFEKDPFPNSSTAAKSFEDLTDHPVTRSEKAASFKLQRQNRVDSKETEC
ADAM10 inh = inhibitors of human ADAM10 | O14672 | recombinant ADAM10, EDANS/DABCYL FRET peptide cleavage, 3 h | inhibition, % at 7 µM | hit rate 0.62% among 370,000 | AID 720582;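 active = inhibition above a per-campaign cutoff equal to the mean of compounds falling between control-based bounds plus 3 SD, cut at about 20% in these data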;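 note: 0% = DMSO wells while the 100% control is not disclosed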
Target sequence (O14672 214-748 limits assumed): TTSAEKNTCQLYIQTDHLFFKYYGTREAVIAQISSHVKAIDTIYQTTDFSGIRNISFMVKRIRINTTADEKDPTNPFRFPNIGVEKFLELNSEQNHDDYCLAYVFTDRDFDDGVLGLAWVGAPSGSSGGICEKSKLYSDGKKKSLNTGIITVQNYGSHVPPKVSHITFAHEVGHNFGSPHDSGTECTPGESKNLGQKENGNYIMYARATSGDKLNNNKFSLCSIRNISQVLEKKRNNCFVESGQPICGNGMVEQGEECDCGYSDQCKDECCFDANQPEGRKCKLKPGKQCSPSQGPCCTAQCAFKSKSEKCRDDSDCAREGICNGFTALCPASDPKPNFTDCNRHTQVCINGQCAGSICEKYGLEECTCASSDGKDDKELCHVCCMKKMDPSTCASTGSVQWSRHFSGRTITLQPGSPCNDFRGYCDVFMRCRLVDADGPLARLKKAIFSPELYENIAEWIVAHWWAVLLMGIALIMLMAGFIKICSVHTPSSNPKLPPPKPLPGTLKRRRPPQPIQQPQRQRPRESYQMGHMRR
PG9 Ab binder = binds the HIV-1 gp120 antibody PG9; TR-FRET gp120-PG9 antibody binding; inhibition, % at 6.7 µM; hit rate 0.43% among 360,000; in the data active = inhibition above about 8.5%
DAX1 inh-2 = NR0B1 (DAX1) inhibition. HEK293 Gal4-DAX1 luciferase reporter, luminescence. inhibition, % at 6.75 µM. hit rate 0.99% among 340,000. AID 504766;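 active = inhibition above the mean over all tested compounds plus 3 SD, cut at about 4.2% in these data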;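 note: 0% = DAX1-transfected cells with DMSO and 100% = empty-vector control cells with DMSO; inhibition shows as a rise in luminescence from relieved DAX1 repression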
SMARCA2 act = SMARCA2 function activation, primary screen; MG213 cells, MMTV-luciferase reporter, dexamethasone, overnight; activation, % at 9.1 µM; hit rate 1% among 370,000; AID 652017; in the data active = activation above about 7.8%;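 note: 0% = vehicle wells and 100% = reference activator wells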
FXN GAA850 act = increases GAA850 frataxin promoter reporter activity; HEK293 lucGAA850 FXN promoter luciferase reporter, 24 h; percent of 10 µM SAHA response; activation, % at 6 µM; hit rate 0.56% among 360,000; AID 540364;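 active = activation above the average of all compounds screened plus 3 SD, cutoff fixed separately per campaign, cut at about 7.5% in these data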;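 note: 0% = DMSO wells and 100% = 10 µM SAHA wells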
Starred values were filed as active, the others as inactive; nt = no result given.

Each structure is followed by: ssDAF-12 act	GC-A act	DAX1 inh-1	hcDAF-12 act	hgDAF-12 ag	ADAM17 inh	ADAM10 inh	PG9 Ab binder	DAX1 inh-2	SMARCA2 act	FXN GAA850 act
O=C(NCC(c1ccco1)N1CCCC1)c1cc(=O)[nH]c2ccccc12 (stereo not given)
    -0.1	0	1.2	1.6	0.5	-35	-114	-2.5	-0.2	-1	2.5
Cc1ccc(CCC(=O)Nc2ccccc2C(=O)O)o1
    -0.7	-1	0.8	0.9	5.9	-3	-4	-1.4	0.9	3	-0.3
CC(C)c1ccc(NC(=O)Nc2nnc([C@H]3C[C@H](O)[C@@H](CO)O3)s2)cc1
    -1.2	5	-0.1	-1.0	1.1	0	1	0.8	nt	4	1.1
O=C(OCc1ccccc1)N1CCCCC1c1c(Cl)cccc1Br (stereo not given)
    -1.2	-4	-1.2	-2.4	0.1	2	9	0.4	nt	5	nt
S=c1[nH]nc([C@@H]2C[C@H]2c2ccccc2)n1-c1ccccc1Cl
    -1.7	4	0.1	-1.8	-1.6	2	-2	1.6	2.6	-4	0.3
CCCCC(NC(=O)c1ccccc1)C(=O)OCC(=O)N1c2ccccc2Sc2ccccc21 (stereo not given)
    -0.8	-12	-0.6	0.8	-3.2	0	7	-0.1	2.5	-8	-1.6
COc1ccccc1C(c1nnnn1C(C)(C)C)N1CCCc2ccccc21 (stereo not given)
    -1.0	-27	0.9	0.7	-1.1	-2	4	-0.1	2.5	0	5.5
COC(=O)[C@]12C[C@H](CC(=O)N3CCN(C(=O)c4ccco4)CC3)C(=O)N(Cc3ccccc3)C1=C[C@H](C(C)C)O[C@@H]2C1CC1
    -1.7	2	0.8	-1.3	-3.0	1	0	0.2	nt	-2	nt
CCOc1cc(C(F)(F)F)cnc1/C(N)=N/O
    -0.8	-1	0.1	-0.7	0.1	0	0	0.0	2.3	0	1.0
Cc1ccccc1C(=O)NNC(=S)NC(=O)c1cccnc1
    -1.0	3	0.2	-1.3	0.4	3	4	-0.8	-0.3	1	1.8
COc1cc2c(cc1OC)C(=Cc1ccc(N(C)C)cc1)C=C2
    -0.8	-7	-0.8	-1.0	2.3	-1	-1	-2.4	0.6	2	2.3
Cc1ccc(Cl)cc1NC(=O)Cn1nc(-c2cccs2)ccc1=O
    -0.7	-4	-0.5	-0.3	-1.1	-8	-35	-0.8	1.4	-2	-1.4
O=C(O)c1cccc(Sc2ccc(Br)cc2C(=O)O)c1
    -1.2	1	-0.1	0.9	3.3	-4	-7	-2.2	1.2	1	0.2
COc1cc(/C=C2\C(=N)N3N=C(S(C)(=O)=O)SC3=NC2=O)ccc1OS(=O)(=O)c1ccc(C)cc1
    -1.2	-2	-0.1	0.6	1.0	-13	-34	2.5	0.0	1	2.4
COc1ccc(C(=O)c2ccccc2C(=O)c2ccccc2)cc1
    -1.1	-1	-2.5	-0.6	-3.6	-8	-10	1.1	0.5	-1	-1.0
O=C(O)C1C2C=CC3(O2)C1C(=O)N1c2ccccc2COC13 (stereo not given)
    -1.3	-1	-0.5	-0.9	0.7	-5	3	1.4	1.9	-1	1.2
COc1ccc(C2(C)NC(=O)N(CC(=O)NCCC3=CCCCC3)C2=O)cc1OC (stereo not given)
    -1.1	-9	-0.6	-1.1	1.9	5	9	1.0	-1.3	-2	3.4
COc1cc(C(=O)NCc2ccc(F)cc2)cc(Cl)c1OC
    -1.4	-2	0.3	-1.5	-0.3	1	-2	2.0	0.9	-3	0.1
Cc1cccc(CS(=O)(=O)Cc2ccc(C(=O)NC(C)c3ccccc3)o2)c1 (stereo not given)
    -1.1	-7	-0.3	-0.1	-0.1	2	-6	-2.3	0.0	0	-1.7
O=C(Nc1ccc2c(c1)OCO2)C1CCN(c2ccc(S(=O)(=O)N3CCOCC3)cc2)CC1
    -1.3	6	0.1	-1.3	-0.1	-5	-7	16*	-0.8	-2	0.8
COc1ccc(-c2nc3cnccn3c2Nc2ccc3c(c2)OCO3)cc1
    -1.5	52*	-2.1	0.1	1.8	-5	-28	-0.7	-1.4	1	1.1
O=C(CCCCCn1c(=S)[nH]c2ccc(N3CCOCC3)cc2c1=O)NCc1ccc2c(c1)OCO2
    -2.1	9	-0.2	1.0	2.7	-10	-25	21*	0.0	0	1.9
CCCCNC(=O)c1onc(CSc2cccc(OC)c2)c1C(=O)O
    -0.1	4	0.2	1.6	1.0	0	10	-0.2	1.3	-1	1.3
CCOc1ccc(N2CC(C(=O)Nc3cccc(S(=O)(=O)NC4=NCCC4)c3)CC2=O)cc1 (stereo not given)
    -1.3	0	-0.2	-1.4	-3.2	-4	4	-0.5	0.6	2	0.5
CC(C)CC(=O)Nc1ccc2c(c1)oc1ccccc12
    -0.1	3	3.0	1.8	9.9	1	-1	-0.1	2.9	2	3.7
CCN1CCN(C(c2ccc(C(F)(F)F)cc2)c2ccc3cccnc3c2O)CC1 (stereo not given)
    -1.2	0	-1.5	-2.2	-9.3	4	9	0.2	-0.9	-1	-1.2
CC[C@H](C)[C@H](NC(N)=O)C(=O)Nc1ccc2c(c1)OCO2
    -1.5	2	-0.2	0.4	1.9	-5	-7	-1.4	0.6	-3	1.1
NC(=O)Cn1cc(C(=O)C(=O)N2CCOCC2)c2ccccc21
    -1.5	5	1.4	-1.9	-0.6	2	-6	-0.3	1.2	-3	1.9
Cc1cc(/C=C2\C(=O)NN(c3ccccc3)C2=O)c(C)n1-c1ccccc1O
    -1.4	1	0.2	-1.5	-3.6	-10	-6	-3.0	5.4*	-2	-1.6
CC(=O)NC(c1cc(Cl)c2ccccc2c1O)C(C)C (stereo not given)
    -0.9	-3	-0.5	-1.4	-2.8	-20	-66	1.0	-0.1	0	-0.7

Arranged by formula weight (rising): part of the list above
Each structure is followed by: ssDAF-12 act	GC-A act	DAX1 inh-1	hcDAF-12 act	hgDAF-12 ag	ADAM17 inh	ADAM10 inh	PG9 Ab binder	DAX1 inh-2	SMARCA2 act	FXN GAA850 act
O=C(OCc1ccccc1)N1CCCCC1c1c(Cl)cccc1Br (stereo not given)
    -1.2	-4	-1.2	-2.4	0.1	2	9	0.4	nt	5	nt
CCCCC(NC(=O)c1ccccc1)C(=O)OCC(=O)N1c2ccccc2Sc2ccccc21 (stereo not given)
    -0.8	-12	-0.6	0.8	-3.2	0	7	-0.1	2.5	-8	-1.6
COc1cc(/C=C2\C(=N)N3N=C(S(C)(=O)=O)SC3=NC2=O)ccc1OS(=O)(=O)c1ccc(C)cc1
    -1.2	-2	-0.1	0.6	1.0	-13	-34	2.5	0.0	1	2.4

The list continues:
Each structure is followed by: ssDAF-12 act	GC-A act	DAX1 inh-1	hcDAF-12 act	hgDAF-12 ag	ADAM17 inh	ADAM10 inh	PG9 Ab binder	DAX1 inh-2	SMARCA2 act	FXN GAA850 act
CCN(CC(=O)NCc1ccc(F)cc1)C(=O)/C=C/c1ccc(OC)cc1
    -1.0	-6	0.1	-2.3	-0.3	-3	-1	0.6	-2.3	-4	-2.6
C/C=C/C(=O)OCC(=O)Nc1cc([N+](=O)[O-])ccc1Cl
    -0.7	-2	-0.8	-0.2	-2.1	6	4	-3.1	-0.6	-4	2.7
Cc1ccc(S(=O)(=O)N2CCN(C(=O)N3CCOCC3)CC2)cc1C
    -1.1	0	0.1	-1.2	-2.3	-2	2	0.1	-0.7	0	-0.2
CS(=O)(=O)c1ccc2nc(NC(=O)c3cccc([N+](=O)[O-])c3)sc2c1
    0.1	-2	-0.1	3.3	11*	-3	-10	1.4	0.9	3	4.6
O=C(O)CCCCCNS(=O)(=O)c1cccc2c1C(=O)c1ccccc1C2=O
    -1.6	0	-1.7	0.0	3.5	1	-4	-1.0	-0.5	-1	-2.9
C[C@H](CO)N1C[C@H](C)[C@@H](CN(C)C(=O)Nc2ccc(C(F)(F)F)cc2)Oc2c(cccc2N(C)C)C1=O
    -0.8	1	-0.1	-1.5	-0.3	-3	6	-2.0	-0.7	0	-2.1
COc1ccc(S(=O)(=O)Nc2ccc(F)c(F)c2)cc1Cl
    -0.8	-3	0.7	-3.0	-1.4	6	20	-2.8	-0.3	-3	1.0
COc1ccccc1N1CCN(S(=O)(=O)CCNC(=O)c2cccs2)CC1
    -0.8	1	-0.8	-1.5	-3.6	-2	1	1.1	0.5	-3	-1.0
CC1CC(=O)c2cnc(NCC3CCCO3)nc2C1 (stereo not given)
    -0.7	0	-0.3	-0.5	2.9	-4	-4	-0.9	-0.2	1	0.1
O=C(NCC(c1cccs1)N1CCOCC1)c1cn(-c2ccccc2)nc1-c1ccc(F)cc1 (stereo not given)
    -0.5	-10	0.1	0.8	-2.9	-1	-4	-0.2	-0.1	0	0.8
COc1cccc(N2C(=O)C(CC(=O)Nc3ccc(F)cc3)N(C3CCCCC3)C2=O)c1 (stereo not given)
    -0.5	-1	-0.2	1.4	-0.8	0	3	-1.5	0.3	0	-3.1
CCc1noc(C)c1C(=O)OCC(=O)Nc1ccccc1SC
    -1.4	1	1.5	-1.9	-1.5	-1	-2	-0.5	-1.5	-1	0.7
CCCCCn1ccc(=O)c2c(C(F)(F)F)nccc21
    -1.3	1	-1.7	-2.7	-2.0	-6	-8	-1.5	-2.2	-8	-3.4
O=C(Nc1nnc(-c2ccccc2)o1)NC1CCCCC1
    -1.4	4	0.3	-0.7	1.1	-4	-19	0.9	-0.3	-2	-1.3
Cc1ccc(CCNC(=O)C2CCN(C(=O)c3sccc3-n3cccc3)CC2)cc1
    -1.2	-5	-0.5	-1.7	-2.0	-2	2	0.8	-2.1	0	-1.1
CSc1ccccc1C(=O)NC1CC2CCC1C2 (stereo not given)
    -1.1	0	-0.6	-1.6	-0.4	-1	5	-2.3	-0.5	0	0.5
CN(C)c1ncnc2c1ncn2C1OC(CO)C(O)C1O (stereo not given)
    -2.1	-3	-1.9	-1.3	-5.8	0	-2	-0.9	-2.6	-2	-6.5
COc1ccc2[nH]c(=O)c(CNc3ccccc3C)cc2c1
    1.4*	3	1.3	3.4	7.0	-59	-144	-2.0	2.5	8	6.8
CC(=O)c1c(C)[nH]c(C(=O)OCC(=O)Nc2ccc(Cl)cc2[N+](=O)[O-])c1C
    -2.8	-4	-3.0	-4.8	-9.5	3	0	-1.4	-4.6	-4	-1.0
COc1cccc(C(=O)/C=C/Nc2ccc(S(=O)(=O)Nc3ccc(C(C)=O)cc3)cc2)c1
    -0.1	-6	1.0	2.8	2.5	-4	-6	0.9	1.9	-1	2.5
CCn1cc(-c2cc(C(=O)O)on2)c(C)n1
    -1.8	1	0.0	-2.6	2.2	-6	0	1.2	nt	1	1.0
CC(=O)c1cc(C(=O)N2CCCC(CCC(=O)N(C)CCc3ccccn3)C2)cs1 (stereo not given)
    -0.2	1	0.6	0.4	-1.9	1	3	-0.1	-0.3	-2	-0.3

Entries of single compounds as entered above.
C/C=C/C(=O)OCC(=O)Nc1cc([N+](=O)[O-])ccc1Cl across the screens: ssDAF-12 act: -0.7; GC-A act: -2; DAX1 inh-1: -0.8; hcDAF-12 act: -0.2; hgDAF-12 ag: -2.1; ADAM17 inh: 6; ADAM10 inh: 4; PG9 Ab binder: -3.1; DAX1 inh-2: -0.6; SMARCA2 act: -4; FXN GAA850 act: 2.7
CSc1ccccc1C(=O)NC1CC2CCC1C2 (stereo not given) across the screens: ssDAF-12 act: -1.1; GC-A act: 0; DAX1 inh-1: -0.6; hcDAF-12 act: -1.6; hgDAF-12 ag: -0.4; ADAM17 inh: -1; ADAM10 inh: 5; PG9 Ab binder: -2.3; DAX1 inh-2: -0.5; SMARCA2 act: 0; FXN GAA850 act: 0.5
